Mdm2 MdmX PPI – inhibitors of human Mdm2-MdmX association, primary screen, cell-based, luminescence, split luciferase, SaOS-2, uHTS. Protein Mdm4 (Homo sapiens) + E3 ubiquitin-protein ligase Mdm2 (Homo sapiens), …. SaOS-2 split-luciferase Mdm2/MdmX complementation. inhibition, % at 8 µM. 330,000 compounds, 3% hits;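 active means inhibition of at least 50% at 8 µM in the primary screen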
CHOP UPR activ – activators of apoptotic CHOP UPR arm, primary screen, cell-based, CHO-CHOP luciferase reporter, luminescence, uHTS. activation, % at 10 µM. UPR activation; percent of tunicamycin response over DMSO baseline. 330,000 compounds, 0.34% hits;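 active means at 10 µM dose, activation of 40% or more, normalized to positive control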;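 further: 100% = tunicamycin at 10 µg/mL and 0% = DMSO alone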
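System: CHO-CHOP luciferase reporter cell line; amount: 500 cells/well; buffer or medium: F12 medium containing 10% fetal bovine serum; incubation: 6 h compound exposure at 37 °C after overnight seeding; measured by: luciferase luminescence after 10 min with Steady-Glo reagent; evaluation: % reporter activation, DMSO baseline versus tunicamycin full activation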
Jurkat NFkB inh – inhibitors of induced NF-kB luciferase reporter, primary screen, TCR NF-kB activation inhibitor project, cell-based, luminescence, uHTS. inhibition, % at 4 µM. Jurkat, PMA/ionomycin-induced NF-kB luciferase reporter. 330,000 compounds, 0.53% hits; in the data active means inhibition above about 50%
EBI2 block – EBI2 receptor antagonists, beta-arrestin recruitment, primary screen, cell-based, luminescence, 7a,25-OHC stimulation, uHTS; G-protein coupled receptor 183 (Homo sapiens), P32249; AID 651636, 2012; inhibition, % at 5 µM; 360,000 compounds, 0.81% hits; 7a,25-OHC stimulated; in the data active means inhibition above about 38%;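 further: enzyme fragment complementation signal reports receptor beta-arrestin coupling in cells; 0% = agonist plus DMSO wells and 100% = wells without agonist; some results beyond the cut were filed as inactive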
Target sequence (P32249 whole entry, looked up, the tested form may be a part): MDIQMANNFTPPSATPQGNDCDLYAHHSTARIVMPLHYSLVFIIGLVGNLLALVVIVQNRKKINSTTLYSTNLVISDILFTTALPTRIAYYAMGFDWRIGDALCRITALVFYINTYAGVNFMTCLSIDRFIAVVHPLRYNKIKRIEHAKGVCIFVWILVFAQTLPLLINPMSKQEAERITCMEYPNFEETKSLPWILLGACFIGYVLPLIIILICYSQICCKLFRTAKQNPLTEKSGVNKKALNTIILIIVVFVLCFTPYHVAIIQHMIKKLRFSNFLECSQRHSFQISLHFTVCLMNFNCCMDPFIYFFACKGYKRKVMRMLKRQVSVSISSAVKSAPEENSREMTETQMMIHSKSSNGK
CXCR6 block – CXCR6 receptor inhibitors, primary screen, cell-based, beta-arrestin, luminescence, CHO-K1 PathHunter, 1536-well; C-X-C chemokine receptor type 6 (Homo sapiens), O00574; inhibition, % at 20 µM; 360,000 compounds, 0.36% hits; in the data active means inhibition above about 34%, passing the limit was not always enough;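 further: antagonist mode with CXCL16 agonist at 10 nM final; 0% = 10 nM CXCL16 with DMSO and 100% = unstimulated wells without agonist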
Target sequence (O00574 whole entry, looked up): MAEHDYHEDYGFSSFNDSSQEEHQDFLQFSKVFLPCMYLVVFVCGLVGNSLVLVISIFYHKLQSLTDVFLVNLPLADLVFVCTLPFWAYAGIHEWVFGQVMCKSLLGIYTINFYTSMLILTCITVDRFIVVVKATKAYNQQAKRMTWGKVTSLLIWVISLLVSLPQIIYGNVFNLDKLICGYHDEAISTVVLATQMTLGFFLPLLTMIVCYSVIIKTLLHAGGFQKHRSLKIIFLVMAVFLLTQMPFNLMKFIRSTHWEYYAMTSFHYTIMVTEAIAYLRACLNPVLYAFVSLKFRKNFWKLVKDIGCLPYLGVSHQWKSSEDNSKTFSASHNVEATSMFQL
UPR XBP1 act – activators of adaptive XBP1 UPR arm, primary screen, cell-based, CHO-XBP1 luciferase reporter, luminescence, uHTS. IRE1-XBP1 UPR activation; percent of tunicamycin response, DMSO as zero. activation, % at 20 µM. 330,000 compounds, 0.33% hits. AID 463104, 2010;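 active means versus positive control, 20 µM dose yields 30% or more activation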;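 further: 100% = tunicamycin at 10 µg/mL and 0% = DMSO only wells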
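Material – CHO cell line with stable XBP1 luciferase reporter · Buffer or medium – F12 plus 10% FBS · Compound – single point, 20 µM final compound, 1% DMSO · Schedule – 16-18 h cell attachment at 37 °C, then 6 h compound exposure · Signal – Steady-Glo luminescence read · Benchmarks – high control tunicamycin 10 µg/mL final, low control DMSO vehicle only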
CCR6 antagonist – CCR6 receptor antagonists, primary screen, cell-based, CHO-K1, luminescence, beta-arrestin, uHTS; C-C chemokine receptor type 6 (Homo sapiens), P51684; CHO-K1 CCR6 PathHunter beta-arrestin, CCL20-stimulated; inhibition, % at 20 µM; 340,000 compounds, 0.49% hits; AID 493098, 2011;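 active means compounds whose inhibition of the agonist-driven luminescence signal at 20 µM reaches about 50%, limit read from the data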;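 further: cells stimulated with CCL20 at 14 nM final; plate controls were DMSO with CCL20 for no effect and DMSO without agonist for full effect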
697 NFkB inh – inhibitors of PMA/ionomycin-induced NF-kB reporter, 697 cells, primary screen, B-cell NF-kB inhibitor project, cell-based, luminescence, uHTS. AID 435022, 2010. 697 B-cell NF-kB luciferase reporter, 16 h. inhibition, % at 4 µM. 330,000 compounds, 0.33% hits; in the data active means inhibition above about 35%
Gli-Sufu antag – Gli-Sufu pathway antagonists, primary screen, luciferase luminescence, Sufu-KO-LIGHT cells, uHTS; AID 588413, 2011; inhibition, % at 5 µM; Sufu-KO-LIGHT fibroblasts, Gli luciferase reporter luminescence; 340,000 compounds, 0.74% hits;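 active means inhibition above about 55%, limit read from the data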;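 further: 0% = DMSO-treated cells and 100% = wells with medium but no cells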
An asterisk follows results filed as active; / = no result given.

Screens in order – Mdm2 MdmX PPI | CHOP UPR activ | Jurkat NFkB inh | EBI2 block | CXCR6 block | UPR XBP1 act | CCR6 antagonist | 697 NFkB inh | Gli-Sufu antag
Cc1cc(-c2cc(-c3ccccc3)on2)nc(NC2CCCC2)n1
    8 | 2.5 | 0 | 24 | -5 | -2 | -1 | 9 | -3
C=CCc1cccc(/C=N/NC(=O)c2ccc3nc[nH]c3c2)c1O
    67* | -0.6 | 16 | 19 | -13 | 1 | 0 | -29 | -15
O=C(c1ccc(S(=O)(=O)N2CCCCC2)cc1)N1CCN(CCN2C(=O)c3cccc4cccc(c34)C2=O)CC1
    41 | -1.5 | 17 | -18 | -1 | 0 | -8 | -8 | 44
CC(=O)NCC(=O)NC(C(=O)Nc1ccc2c(c1)OCCO2)c1ccccc1 (stereo not drawn)
    30 | 3.1 | 0 | 0 | 0 | -1 | -1 | -45 | 1
COc1ccc(CNC(=S)N/N=C(/C)c2ccccc2)cc1
    -90 | 4.4 | -48 | 9 | 5 | 2 | 21 | -108 | -49
O=C1COc2ccc(S(=O)(=O)CCC(=O)N3CCN(c4cccc(Cl)c4)CC3)cc2N1
    23 | -0.7 | 5 | -4 | -6 | -4 | 12 | -7 | 43
C=C1CCN(c2ccc(C(=O)NCc3ccccc3)cc2[N+](=O)[O-])CC1
    15 | -0.2 | 1 | 8 | 1 | -1 | 8 | 23 | -6
COc1ccc(OCc2nnnn2-c2ccccc2)cc1
    5 | -1.4 | -10 | 21 | 6 | -2 | 8 | 22 | -3
c1ccc(-c2nnc(-c3ccncc3)o2)cc1
    -6 | 0.5 | -34 | -5 | 10 | 1 | 12 | -20 | -24
COc1ccc(CCC(=O)NNC(=O)c2ccc(F)cc2)cc1
    18 | 3.5 | -1 | 7 | 6 | -5 | -9 | 0 | -3
CC(C)NC(=O)C1CCN(S(=O)(=O)c2ccc(N3CCCC3=O)cc2)CC1
    23 | 0.7 | 79* | -8 | 3 | -3 | -4 | -6 | 43
Cc1cccc(Cn2c(O)c(N=NC(=S)Nc3ccccc3F)c3ccccc32)c1
    63* | 0.1 | 2 | -1 | -5 | -2 | 11 | 2 | 4
Cc1cc(C)nc(SCC(=O)Nc2ncc3c(n2)CCCC3=O)n1
    29 | 1.0 | -7 | -5 | -9 | -1 | -11 | -2 | 4
c1ccc(C(c2ccccn2)c2ccccn2)cc1
    14 | 0.6 | 0 | -6 | 5 | -2 | 11 | 12 | 41
C/C(=N\O)C(=O)NCCCNCCCN(C)C
    24 | -1.5 | 4 | -5 | 5 | 0 | -8 | 13 | -6
Cc1ccc(/C=N/NC(=O)Cc2cccn2C)cc1
    4 | 1.1 | -20 | 46* | -8 | 1 | 10 | -17 | -14
COc1cccc2sc(=NC(=O)CS(=O)(=O)c3ccc(Cl)cc3)n(C)c12
    -3 | 4.1 | 40 | -1 | -4 | -1 | 3 | -34 | 73*
O=C(CSc1nncs1)NCCNC(=O)CSc1nncs1
    0 | 1.0 | 6 | 3 | 3 | -3 | 7 | 15 | -4
CCOc1ccc(-c2nnn(CC(=O)NCCc3c[nH]c4ccccc34)n2)cc1
    -12 | 0.9 | -4 | 9 | 4 | 2 | 12 | 0 | -5
Cc1noc(C)c1S(=O)(=O)N1CCCC(C(=O)N2CCC(C)CC2)C1 (stereo not drawn)
    7 | -1.3 | -17 | -11 | -7 | -1 | -5 | -1 | 0
COc1ccccc1/C=C\C=N\NC(=O)c1ccco1
    -23 | 2.6 | -24 | 3 | 2 | 2 | -2 | -4 | -10
O=S(=O)(c1ccc2nc(SCc3cccc(Cl)c3)[nH]c2c1)N1CCOCC1
    8 | 1.8 | 5 | 9 | -8 | -1 | 7 | 18 | 3
N#Cc1ccccc1NC(=O)CSc1nnc(-c2ccc(F)cc2)n1-c1ccccc1
    / | / | / | 2 | 2 | / | -17 | / | 6
O=C(CNc1cccc(S(=O)(=O)N2CCOCC2)c1)Nc1ccc(C(F)(F)F)cc1
    2 | 2.1 | 13 | 2 | -4 | -5 | -1 | -2 | 9
CCCNC(=O)N1CCC(Cc2ccccc2)CC1
    16 | 1.7 | -1 | -4 | 3 | 2 | 3 | 16 | 0
COc1cc(NC(=O)CN2C(=O)NC(c3ccccc3)(c3ccccc3)C2=O)c(C)cc1[N+](=O)[O-]
    -1 | 1.5 | -9 | 16 | 8 | 2 | 14 | -7 | -1
COc1ccc(C2C3=C(CC(C)(C)CC3=O)Oc3ncn(CC(C)C)c(=N)c32)cc1 (stereo not drawn)
    14 | -0.1 | -14 | -13 | 4 | -2 | 3 | 10 | -1
CCCS(=O)(=O)N1CCC(C(=O)c2cccc(C(F)(F)F)c2)CC1
    -1 | 1.8 | -6 | -6 | -5 | -2 | 4 | 6 | -2
COc1ccc(S(=O)(=O)N(C)C[C@H]2Oc3c(NS(=O)(=O)c4cn(C)cn4)cccc3C(=O)N([C@H](C)CO)C[C@@H]2C)cc1
    6 | -0.6 | -1 | 4 | 1 | -2 | -1 | 14 | -18
Cc1cc(C)nc(SCc2nnc(SCc3ccc([N+](=O)[O-])cc3)n2Cc2ccco2)n1
    36 | 0.6 | 4 | 0 | -13 | -5 | -9 | -5 | -1
CN1CCN(c2ccccc2NC(=O)Cc2ccc(Cl)cc2)CC1
    11 | -0.3 | -7 | -8 | 4 | -4 | -21 | 11 | 3
O=c1oc(-c2cccnc2)nc2ccccc12
    -4 | 0.6 | -1 | -10 | -5 | -1 | -7 | -10 | 5
COC(=O)Cc1c(O)ccn(Cc2ccc(F)cc2)c1=O
    14 | 0.7 | -4 | -3 | -4 | -5 | -1 | -36 | 7
O=C(Oc1cc2oc(=O)c3c(c2cc1Cl)CCCC3)c1ccco1
    27 | 0.0 | 8 | -4 | -37 | 1 | -7 | -2 | 5
CCC(Sc1nc(N)c(NC(=O)c2ccc(OC)cc2)c(=O)[nH]1)C(=O)O (stereo not drawn)
    -9 | 0.6 | 1 | -7 | 0 | -1 | -5 | 11 | -2
COc1ccc(C(CCNCc2ccc(N(C)C)cc2)c2ccccc2)cc1 (stereo not drawn)
    36 | -0.5 | 18 | -6 | -8 | -9 | 7 | 1 | -20
Cc1ccc(S(=O)(=O)Nc2c(C)n(C)n(-c3ccccc3)c2=O)cc1C(=O)OC(C)C(=O)N(C)c1ccccc1 (stereo not drawn)
    14 | 1.4 | 5 | 1 | 16 | -2 | -8 | 15 | -17
Cc1ccc(/C=C/C(=O)c2ccc(C)cc2)cc1
    13 | 3.2 | -8 | 61* | 1 | 6 | 1 | -2 | -7
CCOC(=O)C1=C(C)N(C[C@@H]2CC[C@@H](Cc3ccc4cc(OC)ccc4c3)O2)C(=O)NC1c1ccc(OC)cc1 (stereo partly drawn)
    36 | 1.7 | / | 23 | 4 | 0 | 19 | 5 | -2
O=S(=O)(NCc1ccc2c(c1)OCO2)c1ccc2oc3ccccc3c2c1
    -5 | 0.0 | 2 | 1 | -7 | -3 | -14 | 0 | 5
COc1ccc(Cl)cc1NC(=S)NCc1ccco1
    -20 | -1.7 | 3 | 0 | 1 | -2 | 12 | 10 | 1
O=C(Nc1ccc(S(=O)(=O)N2CCCC2)cc1)c1ccc([N+](=O)[O-])o1
    67* | 47* | -2 | -31 | -24 | -3 | 0 | 4 | -2
CCOc1ccc(CCNC(=O)CN2C(=O)NC3(CCCCC3C)C2=O)cc1OCC (stereo not drawn)
    22 | -0.6 | 14 | 2 | 15 | -2 | -15 | 2 | -11
O=C(Nc1ccc(Cl)cc1)Nc1ccccc1C(=O)NCc1ccco1
    5 | 3.2 | 21 | 6 | 2 | 3 | 11 | 12 | -15
CCCCC(=O)NCCc1cc2c(C)ccc(C)c2[nH]c1=O
    -1 | 1.2 | -19 | -7 | 4 | 0 | 0 | -21 | -21
CCOC(=O)C1=CC[C@H]2c3c(c4ccccc4n3C)C(=O)C1N2Cc1ccccc1
    1 | 0.8 | -9 | 18 | 2 | -4 | 6 | 0 | 12
CC(=O)c1ccc(N(C(=O)CNC(=O)c2cccs2)C(C(=O)NCC2CCCO2)c2ccccc2)cc1 (stereo not drawn)
    -10 | -1.8 | -16 | -1 | 0 | -2 | -6 | -11 | 37
Cc1cccc(NC(=O)/C(C#N)=C/c2cn(CC(=O)NCc3ccco3)c3ccccc23)c1C
    90* | 1.3 | -4 | -3 | 7 | 57* | 18 | -1 | -6
CC1CCN(C(=O)c2ccccc2NC(=O)c2cccs2)CC1
    -4 | 0.5 | 9 | 0 | 2 | -4 | 10 | 1 | 6
O=C(CN1C(=O)C(=O)c2ccccc21)c1ccc(Cl)cc1
    18 | 4.5 | 14 | 10 | 35 | -1 | 19 | 3 | 4
O/N=C1/CCCCC1c1ccccn1 (stereo not drawn)
    0 | -1.3 | -2 | 0 | 57* | -2 | 16 | 7 | 1
CN(C)CCCN(C(=O)c1ccc(Br)s1)c1nc2cc3c(cc2s1)OCCO3
    42 | 5.2 | -86 | 6 | -5 | 14 | 6 | -35 | 30
COc1ccc(CNC(=O)CSc2nc3ccc(OC)cc3[nH]2)cc1
    8 | -0.2 | 8 | -13 | -4 | -1 | -5 | -19 | 3
Cc1cc(-c2nc(C)c(C(=O)NNS(=O)(=O)c3ccccc3)s2)no1
    12 | -1.0 | -16 | 5 | -7 | -1 | -2 | 13 | -7
O=C(CN1C(=O)c2ccccc2S1(=O)=O)N1CCc2ccccc21
    68* | -5.8 | 73* | 6 | -4 | -5 | -19 | 63* | 65*
Cc1nc2ccc3nc(NC(=O)c4ccc5c(c4)OCCO5)sc3c2s1
    11 | 4.2 | -22 | -2 | -5 | -4 | 13 | -11 | -15
Cc1ccccc1NC(=O)CSc1n[nH]c(-c2ccccn2)n1
    37 | 0.0 | -1 | 1 | 3 | -3 | 12 | 0 | -4
Cc1cc(C)c(S(=O)(=O)Nc2ccccc2-c2ccccc2)c(C)c1
    34 | 0.7 | 23 | 57* | -1 | -1 | 29 | -16 | 5

With a hit mark in UPR XBP1 act, among the entries above:
compound	Mdm2 MdmX PPI	Jurkat NFkB inh	EBI2 block	CXCR6 block	UPR XBP1 act	CCR6 antagonist	697 NFkB inh
Cc1cccc(NC(=O)/C(C#N)=C/c2cn(CC(=O)NCc3ccco3)c3ccccc23)c1C	90*	-4	-3	7	57*	18	-1

Compound activity: PubChem, Sanford-Burnham Center for Chemical Genomics
